RGS8-Gao – RGS8-Galphao binding modulators, primary screen, biochemical, multiplexed bead flow cytometry; actives 0.34% (n = 220,000); response (percent of control binding), % at 10 µM; AID 1423, 2008; actives lie on both sides; in the data active = response below about 60% or above about 140%; inactive = in between;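 also: Galphao activated as the GDP aluminium fluoride complex binding bead-coupled RGS8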
GSH fluor – compound fluorescence on glutathione beads, profiling panel, artefact control, biophysical, 488/530 nm, flow cytometry; actives 0.25% (n = 190,000); fluorescence (KMESF) at 10 µM; GSH beads flow cytometry, compound fluorescence 488/530 nm; active compounds read high; in the data active = fluorescence above about 89;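 also: glutathione beads carrying GST-tagged Bcl family fusion proteins plus one bare bead set; values are compound well signal with DMSO vehicle wells as background; inactives centre near 16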
Bfl-1 Bim block – inhibitors of Bim binding to Bfl-1, primary screen, biochemical, multiplexed, bead-based flow cytometry; Bim-Bfl-1 binding inhibition; inhibition, % at 10 µM; actives 0.12% (n = 190,000);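 also: 0% = wells without compound plus tracer and 100% = blocker peptide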
RGS4-Gao reg – modulators of RGS4 binding to Galphao, primary screen, biochemical, multiplexed bead flow cytometry | AID 1415, 2008 | actives 0.33% (n = 220,000) | actives lie on both sides | binding response (% of control), % at 10 µM; in the data active = binding response below about 49% or above about 150%; inactive = in between;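 also: fluorescent Galphao activated with aluminum fluoride binding bead-coupled RGS4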
Bim-Bcl-B – inhibitors of Bim-Bcl-B binding, primary screen, biochemical, multiplexed, human Bcl-2 family; Bcl-2-like protein 10 (Homo sapiens), Q9HD36; bead-based flow cytometry, Bim peptide-Bcl-B binding; inhibition, % at 10 µM; actives 0.073% (n = 190,000); AID 951, 2007;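 also: 0% = tracer peptide without compound and 100% = reference inhibitor peptide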
Target sequence (Q9HD36 whole entry, looked up): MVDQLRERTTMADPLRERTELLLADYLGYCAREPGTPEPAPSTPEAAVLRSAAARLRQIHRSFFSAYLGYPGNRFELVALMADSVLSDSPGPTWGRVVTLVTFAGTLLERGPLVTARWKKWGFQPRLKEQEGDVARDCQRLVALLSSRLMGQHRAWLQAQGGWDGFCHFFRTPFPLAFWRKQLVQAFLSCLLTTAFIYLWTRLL
RGS7-Gao – RGS7-Galphao binding modulators, primary screen, biochemical, multiplexed bead flow cytometry. AID 1439, 2008. actives 0.35% (n = 220,000). Guanine nucleotide-binding protein G(o) subunit alpha (Homo sapiens), P09471. binding response (% of control), % at 10 µM. actives lie on both sides; in the data active = binding response below about 49% or above about 150%; inconclusive = no clear call, values can overlap the other calls; inactive = in between;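 also: fluorescent Galphao held in activated GDP-AlF4 state binding bead-coupled RGS7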
ABCG2 inh – ABCG2 efflux pump inhibitors, primary screen, multiplex with ABCB1, IgMXP3 cells, flow cytometry. JC-1 efflux. actives 0.1% (n = 190,000). inhibition, % at 6.6 µM. AID 1325, 2008. Broad substrate specificity ATP-binding cassette transporter ABCG2 (Homo sapiens), Q9UNQ0;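 active = inhibition above 80%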;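 also: 0% = DMSO and 100% = nicardipine control wells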
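Times: 10 min at 25 °C | Test system: Two drug-resistant human cell lines, ABCG2 and ABCB1 | Quantity: 3 million cells/mL final, two lines in 1:1 ratio | Signal: Flow cytometry, 530 nm JC-1 signal | Dosing: Compound at 6.6 µM | Controls: Nicardipine and DMSO wells | Reagent: JC-1 as fluorescent efflux pump substrate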
Bcl-W Bim block – inhibitors of Bim binding to Bcl-W, primary screen, biochemical, multiplexed, bead-based flow cytometry; Bim peptide-Bcl-W binding; inhibition, % at 10 µM; actives 0.02% (n = 190,000);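 also: 0% = bound tracer without compound and 100% = peptide blocker; higher means less fluorescent Bim peptide bound to Bcl-W beads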
Target sequence (Q92843 whole entry, looked up): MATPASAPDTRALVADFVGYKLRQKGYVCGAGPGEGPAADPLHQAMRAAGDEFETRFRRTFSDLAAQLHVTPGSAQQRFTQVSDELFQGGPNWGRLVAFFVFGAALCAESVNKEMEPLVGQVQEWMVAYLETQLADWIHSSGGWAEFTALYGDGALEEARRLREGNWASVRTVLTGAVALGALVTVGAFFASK
Bcl-2 Bim block – inhibitors of Bim-Bcl-2 binding, primary screen, biochemical, multiplexed, human Bcl-2 family. actives 0.06% (n = 190,000). Bead-based flow cytometry, Bim peptide-Bcl-2 binding. inhibition, % at 10 µM. Apoptosis regulator Bcl-2 (Homo sapiens), P10415; in the data active = inhibition above about 40%; inconclusive = no clear call, values can overlap the other calls;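 also: 0% = no compound wells with probe peptide and 100% = reference peptide inhibitor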
Target sequence (P10415 whole entry, looked up): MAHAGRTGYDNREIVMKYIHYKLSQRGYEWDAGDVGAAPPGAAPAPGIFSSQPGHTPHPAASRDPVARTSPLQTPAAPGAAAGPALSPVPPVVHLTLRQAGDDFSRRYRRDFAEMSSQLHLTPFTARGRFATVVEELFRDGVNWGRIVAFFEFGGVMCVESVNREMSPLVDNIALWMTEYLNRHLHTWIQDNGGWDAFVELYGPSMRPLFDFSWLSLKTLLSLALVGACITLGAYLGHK
Bim-Bcl-XL – inhibitors of Bim-Bcl-XL binding, primary screen, biochemical, multiplexed, bead flow cytometry, human Bcl-XL | Bcl-2-like protein 1 (Homo sapiens), Q07817 | Bim peptide-Bcl-XL binding, fluorescence | inhibition, % at 10 µM | actives 0.04% (n = 190,000) | AID 1007, 2008
Target sequence (Q07817 whole entry, looked up): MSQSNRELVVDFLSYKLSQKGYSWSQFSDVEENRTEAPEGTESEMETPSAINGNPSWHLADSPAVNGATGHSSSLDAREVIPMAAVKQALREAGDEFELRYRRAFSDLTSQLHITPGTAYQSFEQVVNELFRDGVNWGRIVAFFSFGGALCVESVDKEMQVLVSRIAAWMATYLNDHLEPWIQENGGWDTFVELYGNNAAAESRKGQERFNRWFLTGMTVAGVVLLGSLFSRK
ABCB1 inh – ABCB1 efflux pump inhibitors, primary screen, cell-based, multiplex, flow cytometry, ABCG2 counter-screen | ATP-dependent translocase ABCB1 (Homo sapiens), P08183 | CCRF-Adr cells, JC-1 efflux | inhibition, % at 6.6 µM | actives 0.067% (n = 190,000); in the data active = inhibition above about 40%;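 also: 0% = vehicle and 100% = reference inhibitor; higher value means more JC-1 retained so stronger ABCB1 efflux block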
* hit, by the source's call; ? = inconclusive. Rule as the data show it, unless noted: active = inhibition above about 40%.

SMILES	RGS4-Gao reg	Bim-Bcl-XL	Bim-Bcl-B	Bfl-1 Bim block	Bcl-W Bim block	RGS7-Gao	ABCG2 inh	GSH fluor	Bcl-2 Bim block	RGS8-Gao	ABCB1 inh
O=C(Oc1ccccc1-c1nnco1)c1ccccc1	100.6	-2.0	-4.0	-10.0	-1.0	100.9	1.6	32	-12.0	100.1	-0.4
Cc1cc(C)cc(C(=O)NCCn2cc(SCC(=O)N3CCOCC3)c3ccccc32)c1	108.8	-3.0	-3.0	-1.0	-1.0	100.4	0.6	27	0.0	102.9	0.3
C=CCn1c(-c2cc(-c3ccc(C)cc3)nc3ccccc23)n[nH]c1=S	103.5	-4.0	-13.0	-1.0	-3.0	?	-0.3	13	-3.0	98.1	-0.3
Cn1c(=O)oc2cc(S(=O)(=O)Nc3cccc(C(=O)O)c3)ccc21	102.2	-6.0	-7.0	-7.0	-3.0	105.1	-1.6	12	-11.0	104.1	-0.5
Cc1cnc(NC(=O)c2sc3ccccc3c2Cl)s1	96.0	-4.0	-7.0	0.0	-4.0	97.7	6.7	24	-1.0	99.1	0.5
Cc1ccc(/C=C/C(=O)Nc2ccc([N+](=O)[O-])cc2)o1	96.7	-3.0	-23.0	4.0	-2.0	107.0	58.1	26	-6.0	87.2	-0.9
CCCCn1c(=O)c(C(C)=O)c(O)c2ccccc21	103.0	-1.0	0.0	-5.0	4.0	105.2	-0.5	18	-3.0	104.6	-0.6
CN(Cc1ccccc1)c1oc(-c2ccco2)nc1C#N	102.3	0.0	-1.0	0.0	1.0	101.2	4.6	16	0.0	98.1	0.5
CCc1nnc(NC(=O)CCc2c[nH]c3ccccc23)s1	96.2	-1.0	-6.0	-4.0	0.0	?	0.1	13	-2.0	95.5	-0.6
O=C(O)COc1ccc(Br)cc1/C=N/O	99.5	-4.0	-4.0	-11.0	0.0	98.6	0.5	27	-7.0	100.5	0.0
Cc1ccc(C(C(=O)NC2CCCCC2)N(Cc2cccnc2)C(=O)C2COc3ccccc3O2)o1 (stereo not given)	99.9	-9.0	-13.0	-12.0	-4.0	99.0	0.3	15	-10.0	101.2	0.0
O=C(c1cccs1)N(Cc1ccco1)c1nc(-c2ccc(F)cc2)cs1	104.0	-1.0	-1.0	2.0	0.0	103.6	5.6	14	4.0	101.8	0.2
Cn1nc(-c2ccc(Cl)cc2)c2cc(C(=O)NCC3CCCO3)sc21 (stereo not given)	99.3	2.0	1.0	-7.0	4.0	98.1	5.9	16	-5.0	98.7	0.1
CC(C)c1nnc(SCc2ccc(CSc3nnc(C(C)C)n3N)cc2)n1N	97.1	-1.0	-2.0	1.0	-1.0	101.4	8.9	16	0.0	99.0	1.3
O=C(C1CCC(Cn2c(=O)[nH]c3ccccc3c2=O)CC1)N1CCN(c2ccccc2)CC1 (stereo not given)	113.3	-7.0	-5.0	0.0	-1.0	102.6	8.2	14	0.0	107.8	0.3
O=C(NCc1cccnc1)C1CCCN(S(=O)(=O)c2ccccc2)C1 (stereo not given)	93.0	0.0	0.0	3.0	1.0	97.0	0.2	26	0.0	101.9	0.3
N#CC1=C(N)C(C#N)(C#N)[C@H](c2ccoc2)[C@H]2CN(Cc3ccccc3)CC=C12	108.2	0.0	-2.0	0.0	0.0	108.4	2.1	20	-1.0	93.4	1.2
O=C(COC(=O)CCC(=O)c1ccc(F)cc1)Nc1ccccc1	105.9	-3.0	-2.0	-1.0	1.0	102.6	10.3	71	-2.0	104.0	1.9
CC(C)Oc1ccc(Cc2n[nH]c(=S)n2Cc2ccccc2)cc1Cl	101.2	-4.0	-18.0	2.0	-7.0	100.8	-4.8	22	-1.0	98.0	-1.4
C=CCc1cc(/C=C2/NC(=O)N(CC(=O)OC)C2=O)cc(OC)c1O	103.7	-2.0	-6.0	-5.0	0.0	106.1	14.2	11	-3.0	107.5	1.5

Additional compounds follow:
SMILES	RGS4-Gao reg	Bim-Bcl-XL	Bim-Bcl-B	Bfl-1 Bim block	Bcl-W Bim block	RGS7-Gao	ABCG2 inh	GSH fluor	Bcl-2 Bim block	RGS8-Gao	ABCB1 inh
CCOc1ccc(N(CC(=O)Nc2ccccc2)S(C)(=O)=O)cc1	80.4	-3.0	3.0	2.0	-1.0	85.1	-0.6	8	3.0	81.4	-0.2
Cc1ccc(N2CCOCC2)c2c1C(=O)c1ccccc1C2=O	101.9	-2.0	-4.0	-8.0	-2.0	100.0	20.6	8	-7.0	100.0	1.5
CC(NC(=O)OC1CCCCC1)N1C(=O)C2C3C=CC(C3)C2C1=O (stereo not given)	96.6	-3.0	-2.0	0.0	-4.0	101.6	1.8	25	0.0	98.7	0.5
Cc1ccc(-c2cc(C(F)F)n3ncc(C(=O)Nc4cn(C)nc4C)c3n2)cc1	103.7	-5.0	-2.0	-8.0	-3.0	103.3	0.7	12	-5.0	105.8	1.1
Cc1sc2ncnc(NCC3(N4CCOCC4)CCCCC3)c2c1C	97.2	-5.0	-12.0	-16.0	-3.0	93.8	34.5	34	-11.0	98.7	2.4
Cn1cc(S(=O)(=O)CC(=O)N2CCc3ccccc32)c2ccccc21	100.0	-9.0	-13.0	-7.0	-7.0	99.0	5.0	14	-9.0	100.5	1.0
CC(C)c1ccc(/C=N/NC(=O)c2cccc(Cl)c2)cc1	104.7	-7.0	-6.0	-2.0	-5.0	103.4	3.6	13	-6.0	102.8	0.3
COc1ccc(NS(=O)(=O)c2cccc(-c3nnc(-c4ccccc4)o3)c2)cc1	100.2	-3.0	-2.0	0.0	-2.0	100.5	6.9	17	-4.0	104.3	1.3
O=C(Nn1c(C2CC2)nc2ccccc2c1=O)c1ccco1	110.9	-3.0	-8.0	-8.0	1.0	117.3	-0.7	13	-7.0	113.9	-0.2
COc1ccc(CN(C)C(=S)Nc2ccc(Cl)cc2)cc1	89.9	-4.0	-10.0	1.0	0.0	88.0	-0.6	15	-2.0	87.2	-0.6
CC1(C)CC(NC(=S)NC2CC2)CC(C)(C)N1	98.7	-3.0	-4.0	-5.0	-3.0	105.5	-0.3	15	-1.0	101.4	-0.1
COc1cc(COCC(O)CN2CCN(CCN3C(=O)c4cccc5cccc(c45)C3=O)CC2)cc(OC)c1OC (stereo not given)	105.7	-8.0	-5.0	0.0	-4.0	104.8	-3.7	22	-4.0	104.6	3.5
CC1=C(C)CC(C(=O)NNC(=O)c2csc(C)c2C)C(C(=O)O)C1 (stereo not given)	101.7	-3.0	-3.0	-3.0	0.0	101.7	4.2	6	-3.0	104.0	1.3
Cc1nn(C)cc1/C=C1\SC(=S)NC1=O	99.7	-3.0	-2.0	1.0	-4.0	101.2	1.7	16	3.0	98.8	0.2
CCn1nc(C)c(CNC(=O)CC2C(=O)NCCN2Cc2ccc(C)o2)c1C (stereo not given)	101.9	-2.0	-3.0	-6.0	0.0	98.5	-0.2	13	-3.0	102.4	-0.2
COc1ccc(OCCC(=O)OCC(=O)NCCc2ccccc2)cc1	97.5	-4.0	-3.0	-6.0	-2.0	?	12.9	15	-3.0	100.3	0.2
N#C/C(=C/c1ccc(N2CCOCC2)o1)C(=O)NC1CCCCC1	106.3	0.0	-1.0	0.0	2.0	105.1	7.2	22	0.0	101.2	1.0
Cc1ccc(NC(=O)Cc2ccc(Cl)c(Cl)c2)cc1S(=O)(=O)N(C)C	104.2	-7.0	0.0	-2.0	0.0	101.0	2.4	13	-2.0	104.6	0.1
CSC1=NCCN1C(=O)C12CC3CC(CC(C3)C1)C2	102.4	-4.0	-6.0	-2.0	-4.0	98.7	1.5	12	-3.0	97.0	-0.5
COCCCn1c(=NC(=O)c2ccncc2)c(C#N)cc2c(=O)n3cccc(C)c3nc21	96.4	0.0	-7.0	0.0	1.0	97.5	2.7	21	-3.0	96.1	1.0

Full records, looked up by structure. Values in the order: RGS4-Gao reg	Bim-Bcl-XL	Bim-Bcl-B	Bfl-1 Bim block	Bcl-W Bim block	RGS7-Gao	ABCG2 inh	GSH fluor	Bcl-2 Bim block	RGS8-Gao	ABCB1 inh
`Cc1ccc(NC(=O)Cc2ccc(Cl)c(Cl)c2)cc1S(=O)(=O)N(C)C` reads 104.2	-7.0	0.0	-2.0	0.0	101.0	2.4	13	-2.0	104.6	0.1
`CC1=C(C)CC(C(=O)NNC(=O)c2csc(C)c2C)C(C(=O)O)C1` (stereo not given) reads 101.7	-3.0	-3.0	-3.0	0.0	101.7	4.2	6	-3.0	104.0	1.3

The list continues:
SMILES	RGS4-Gao reg	Bim-Bcl-XL	Bim-Bcl-B	Bfl-1 Bim block	Bcl-W Bim block	RGS7-Gao	ABCG2 inh	GSH fluor	Bcl-2 Bim block	RGS8-Gao	ABCB1 inh
N#Cc1c(NC(=O)C2CC(Cl)=CCC2C(=O)O)sc2c1CCCCC2 (stereo not given)	100.2	-1.0	3.0	0.0	3.0	97.7	-0.8	27	4.0	98.6	-0.1
CCOc1ccc(S(=O)(=O)NCc2cccnc2)cc1C	104.8	0.0	0.0	-2.0	-1.0	102.9	1.2	12	1.0	101.1	0.6
CC1CCCN(CCC(=O)Nc2ccccc2)C1 (stereo not given)	100.5	-1.0	-3.0	-7.0	-1.0	104.2	3.2	11	-4.0	100.7	1.1
COC(=O)C1=CN(C(C)C)C=C(C(=O)OC)C1c1cccc(OC)c1	90.0	-2.0	0.0	0.0	0.0	92.3	0.8	5	-1.0	92.5	0.3
Cc1nc(/N=C(\N)Nc2ccccc2)nc2ccccc12	97.5	3.0	3.0	-2.0	5.0	95.3	15.4	29	0.0	102.7	0.3
CCCCSCCCNC(=O)CS(=O)Cc1nc(-c2cccc(C)c2)oc1C (stereo not given)	98.6	1.0	-4.0	-10.0	-1.0	101.5	1.5	37	-11.0	102.2	0.7
Cc1ccc(S(=O)(=O)N2CCN(C(=O)CCC(=O)NCCc3ccc(F)cc3)CC2)cc1	94.4	-5.0	-1.0	-1.0	-3.0	100.6	0.7	11	-6.0	101.4	0.2
COc1ccc(NS(=O)(=O)c2ccc3nc(COc4ccc5ccccc5c4)[nH]c3c2)cc1	99.4	-5.0	-13.0	2.0	-5.0	97.2	-3.9	11	-1.0	98.7	-0.6
Cc1cccc(NC(=O)CCN2C(=O)c3ccccc3C2=O)n1	102.8	-4.0	-2.0	-2.0	-6.0	100.3	0.0	20	-4.0	100.7	0.1
O=C(c1ccc(NC(=S)NCc2ccc(Cl)cc2)cc1)N1CCCCC1	95.9	-2.0	-3.0	-4.0	-3.0	94.4	4.0	24	-2.0	100.5	0.9
Cc1ccsc1/C=N/NC(=O)Cc1cccn1C	92.2	-5.0	-7.0	-3.0	-2.0	99.8	12.3	24	-6.0	97.1	1.3
COc1ccc(C(=O)Cn2nnc(-c3ccccc3NC(=O)c3ccco3)n2)cc1	99.6	0.0	-10.0	-14.0	0.0	101.1	2.8	34	-12.0	101.9	1.3

Screening results deposited in PubChem BioAssay by NMMLSC.
